CSN deneddyl inh – inhibitors of CSN-mediated cullin deneddylation, primary screen, biochemical, fluorescence polarization, uHTS; inhibition, % at 12.5 µM; Purified CSN, SCF-Nedd8-OG deneddylation; AID 651999, 2013; COP9 signalosome complex subunit 5 (Homo sapiens), Q92905; hit rate 0.38% among 360,000;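 active = pattern-corrected inhibition above about 35%, with an unprinted fluorescence ratio check between 0.5 and 1.5, limit read from the data, passing the limit was not always enough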;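 also: 0% = enzyme with substrate and 100% = substrate without enzyme; some results filed as inactive read as strong as hits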
Target sequence (Q92905 whole entry, looked up, one chain of several): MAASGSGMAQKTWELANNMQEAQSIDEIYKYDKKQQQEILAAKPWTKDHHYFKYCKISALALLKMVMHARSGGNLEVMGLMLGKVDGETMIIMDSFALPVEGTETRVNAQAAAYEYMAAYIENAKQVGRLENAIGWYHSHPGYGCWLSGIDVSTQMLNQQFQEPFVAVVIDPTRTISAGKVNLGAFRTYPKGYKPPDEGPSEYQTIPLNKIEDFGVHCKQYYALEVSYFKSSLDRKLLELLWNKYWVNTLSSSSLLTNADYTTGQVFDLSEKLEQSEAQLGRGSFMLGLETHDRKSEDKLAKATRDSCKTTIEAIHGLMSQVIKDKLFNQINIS
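Schedule: reaction 90 min, room temperature / Assay system: HEK293T-derived human Csn5 enzyme / Input: Csn5 at 0.24 nM final / Measure: inhibition of Csn5 cleavage, % / Control set: substrate-only high control, full reaction low control / Technique: fluorescence polarization of the substrate / Buffer or medium: Tris/NaCl/DTT buffer, pH 7.5 / Reagent: SCFSkp2-Nedd8OG substrate at 10 nM final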
Neddyl block – inhibitors of cullin neddylation, primary screen, biochemical, TR-FRET, uHTS, NAE and Ubc12; calls only at 25 µM; NEDD8-conjugating enzyme Ubc12 (Homo sapiens) + NEDD8-activating enzyme E1 regulatory …; hit rate 0.58% among 360,000; in the data active = inhibition above about 36%
E coli Lon inh – inhibitors of E. coli Lon protease, primary screen, biochemical, fluorescence polarization; AID 602123, 2011; hit rate 0.42% among 360,000; purified E. coli Lon protease; inhibition, % at 7.94 µM; in the data active = inhibition above about 13%, passing the limit was not always enough;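 also: 0% = enzyme with probe and DMSO and 100% = no enzyme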
TbMetRS inhib – T. brucei MetRS inhibitors, primary screen, biochemical, luminescence; hit rate 0.4% among 360,000; inhibition, % at 11.9 µM; methionyl-tRNA synthetase (Trypanosoma brucei brucei); purified T. brucei MetRS, ATP depletion, Kinase-Glo luminescence;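 active = inhibition above a per-plate cutoff of the control wells' mean inhibition plus 3 SD, cut at about 5.5% in these data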;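 also: 0% = DMSO wells median and 100% = median of wells with control inhibitor compound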
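assay system = parasite MetRS enzyme | timing = 15 min preincubation, 2 h reaction, all 25 °C | evaluation = percent inhibition relative to median high and low control wells | medium = HEPES buffer containing pyrophosphatase, BSA, spermine, DTT | compound = single dose, 11.9 µM final nominal, 0.9% final DMSO | detection = Kinase-Glo luminescence, ATP depletion format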
Rin1 Abl inh – inhibitors of Rin1-Abl protein binding, primary screen, biochemical, TR-FRET; inhibition, % at 7.35 µM; Tyrosine-protein kinase ABL1 (Homo sapiens) + Ras and Rab interactor 1 (Homo sapiens), …; hit rate 0.4% among 360,000; in the data active = inhibition above about 5%, passing the limit was not always enough
MLLE-PAM2 inh – inhibitors of PABP1 MLLE–PAM2 peptide binding, primary screen, biochemical, fluorescence polarization, FITC-PAM2, GST-MLLE | inhibition, % at 20 µM | hit rate 0.36% among 360,000; in the data active = inhibition above about 35%, passing the limit was not always enough;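 also: plate controls were DMSO wells with GST-MLLE for no effect and wells lacking GST-MLLE protein for full effect; some results filed as inactive read as strong as hits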
MsrA inhibitor – bovine MsrA enzyme inhibitors, primary screen, biochemical, absorbance, HTS | purified bovine MsrA, absorbance read-out | inhibition, % at 15.5 µM | hit rate 0.75% among 360,000; in the data active = inhibition above about 4.5%;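 also: 0% = vehicle wells with enzyme and 100% = reference inhibitor wells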
FAS-TE inh – FAS thioesterase domain inhibitors, primary screen, biochemical, fluorescence intensity, uHTS | recombinant FAS-TE, OMFH fluorogenic substrate, fluorescence endpoint | inhibition, % at 15 µM | Fatty acid synthase (Homo sapiens), P49327 | AID 602261, 2012 | hit rate 0.67% among 360,000;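 active = compounds whose normalised, plate-corrected inhibition of enzyme fluorescence in the single-dose primary screen is 50% or more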;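 also: 0% = DMSO with enzyme and 100% = substrate without enzyme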
bovine MsrA act – bovine MsrA enzyme activators, primary screen, biochemical, absorbance, HTS; Methionine sulfoxide reductase A (Bos taurus); purified bovine MsrA, absorbance read-out; activation, % at 10.6 µM; hit rate 0.3% among 360,000; AID 602163, 2012; in the data active = activation above about 7.5%;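 also: 0% = vehicle and 100% = reference activator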
Numbers without * were called inactive; i = inactive; nt = not tested or not shown; + = active, no number.

SMILES	CSN deneddyl inh	Neddyl block	E coli Lon inh	TbMetRS inhib	Rin1 Abl inh	MLLE-PAM2 inh	MsrA inhibitor	FAS-TE inh	bovine MsrA act
Cc1ccc(NC(=O)c2nc[nH]c2C(=O)N2CCOCC2)c(C(=O)c2ccccc2)c1	6	i	-5	0.2	0	-7	1.0	-3	-1
COc1ccccc1CNc1nc(Nc2ccccc2Cl)c2sccc2n1	-2	i	-8	0.8	1	-2	0.1	22	-3
CCOC(=O)c1coc(C(=O)OCC)c1C(=O)OCC	0	i	2	-0.2	-2	1	-0.2	-7	-2
COc1cccc(NC(=O)COc2ccccc2C(N)=O)c1	-3	i	-5	-0.5	1	-13	-0.4	-4	-1
O=C(COC(=O)Cc1ccsc1)NNC(=O)c1ccccc1	4	i	-1	-0.5	0	2	-0.6	-6	-4
COc1cccc(C(=O)Nc2ccc(S(=O)(=O)N3CCN(C)CC3)cc2)c1	5	i	-1	-0.3	0	-4	2.2	-4	-4
Cc1ccc(NC(=O)CCc2ccc(S(=O)(=O)N3CCOCC3)cc2)c(O)c1	-3	i	2	0.1	2	-2	0.4	-6	-1
O=C(OCC(=O)N1CCN(c2ccccc2)CC1)c1cc(F)c(F)cc1Cl	-1	i	3	0.1	-4	-7	-0.1	0	-1
CC1CC(C)CN(CCCNC(=O)c2cn(C)c3ccc(S(=O)(=O)N4CCCC4)cc3c2=O)C1 (stereo not drawn)	-2	i	7	-0.3	-4	-4	1.1	-15	-9
CCCc1nc2ccccc2c(C(=O)OCC(=O)c2ccc3c(c2)NC(=O)CO3)c1CC	-3	i	-6	0.1	-1	0	-0.3	10	1
COc1ccc(C(C(O)C(=O)c2c[nH]c3ccccc23)N2CCN(c3ccccc3)CC2)cc1 (stereo not drawn)	-2	i	-5	0.1	-3	8	0.1	-6	-3
CCOc1ccc(S(=O)(=O)N=C(c2ccccc2)N2CCOCC2)cc1	-4	i	3	-0.4	1	17	-1.6	-8	-11
O=C1C=C(NCc2ccco2)CC(c2ccc(Cl)cc2)C1 (stereo not drawn)	-4	i	-1	0.3	-3	-5	1.6	6	-2
CCC1(O)CC2CN(CCc3c([nH]c4ccccc34)C(C(=O)OC)(c3cc4c(cc3OC)N(C=O)C3C(O)(C(=O)OC)C(OC(C)=O)C5(CC)C=CCN6CCC43C65)C2)C1 (stereo not drawn)	3	i	9	-0.4	4	-19	0.4	-3	1
COc1ccc(NC(=O)c2cc(CC(C)C)nc3ccccc23)cc1	6	i	1	0.0	-1	13	0.1	11	-1
Cc1ccc(CN2CCN(C(=O)CCc3ccccc3)CC2)cc1	-3	i	-19	-0.5	1	9	0.4	-2	1
Cn1cc(CN2CCC(n3nccc3NC(=O)Cc3ccccc3)CC2)cn1	0	i	-5	0.1	4	-10	-0.3	-4	-3
COc1ccc(C(=O)NC(=S)N2CCOCC2)cc1[N+](=O)[O-]	0	i	3	0.5	-1	-21	0.5	-4	-3
Cc1cnc(C(=O)N2CCN(c3ccc(C(F)(F)F)cn3)CC2)cn1	18	i	-2	0.1	4	-12	-0.9	-4	1
COC(=O)c1sccc1NC(=O)COc1ccccc1Cl	-5	i	0	0.0	7.4*	0	-0.4	19	-3
COc1cccc(CNC(=O)COC(=O)c2nn(C)c(=O)c3ccccc23)c1	-8	i	-7	-0.1	5	3	0.3	-2	-1
Cc1onc(-c2ccccc2Cl)c1C(=O)Nc1cccc2nsnc12	5	i	-5	-1.1	1	4	0.0	24	-10
CC1C(=O)Nc2ccc(S(=O)(=O)N3CCN(c4cccc(Cl)c4)CC3)cc2NC1=O (stereo not drawn)	-5	i	-6	0.9	1	-4	-0.2	13	-1
O=C(O)CCCC(=O)Nc1nc(-c2ccccc2)cs1	2	i	-8	-0.4	4	6	-2.1	-8	-3
CCOC(=O)[C@@H]1[C@H]2COc3ccc(Br)cc3[C@@H]2N2C(=O)N(c3ccc(C(F)(F)F)cc3)C(=O)[C@@]12C	-2	i	6	0.1	-1	-15	1.1	38	-3
Cc1nc(-c2cccc(NC(=O)C(C)Oc3ccccc3)c2)cs1 (stereo not drawn)	-3	i	-11	-0.2	1	-5	0.1	7	-3
CC1CCc2c(sc(NC(=O)COC(=O)c3ccc(O)cc3)c2C#N)C1 (stereo not drawn)	-3	i	-9	-0.7	3	-9	-0.4	24	-9
COc1cccc(CNC(=O)c2cc(C)nc3ccccc23)c1	0	i	-5	-0.4	2	-9	-0.5	-3	-2
Cc1sc(NC(=O)C2=COCCO2)c(C#N)c1C	-7	i	6	-0.6	-1	28	0.9	-4	-3
COc1ccc(C(C)C)cc1S(=O)(=O)Nc1cccnc1	-2	i	-8	0.0	-2	10	-0.7	-1	-1
O=C(NCCc1ccc(Cl)cc1)C1CCC(=O)N1C1CCCC1 (stereo not drawn)	-2	i	11	0.8	-4	1	-0.2	-6	-3
CN1CCN(C(=S)NC(=O)c2ccc(C(C)(C)C)cc2)CC1	-3	i	-5	-0.6	-2	-27	-0.6	-6	-5
COc1cccc(C(=O)/C=C/Nc2cc(C)ccc2O)c1	2	i	-17	-0.2	0	-4	0.7	10	-5
CCCCCc1ccc(-c2cn(Cc3ccc([N+](=O)[O-])cc3)nn2)cc1	-5	i	-3	-0.3	3	8	nt	21	-3
CC(C)(C)OC(=O)N1Cc2ccccc2C[C@H]1C(=O)N1CCC[C@H]1C(=O)O	0	i	7	0.7	-1	4	-1.4	-7	-3
O=C(COc1ccccc1[N+](=O)[O-])N/N=C/c1cccs1	-20	i	-8	-0.6	-2	5	0.5	-3	-5
CCSc1nnc(-c2ccc(C)cc2)c2ccccc12	-5	i	-8	-0.9	1	8	-0.6	21	-4
FC(F)(F)c1cnc(-n2cc[nH]c2=S)c(Cl)c1	-1	i	-6	0.4	-4	-27	0.1	0	-6
O=C(CSc1ccccc1F)NCCN1C(=O)CSC1=O	-1	i	-10	-0.5	-2	4	0.7	-8	-1
CN(CCOc1ccc(Cl)cc1)C(=O)c1cc(-c2ccco2)nc2ccccc12	5	+	-16	-0.4	-2	-5	0.4	24	-3
COc1ccc2c(c1)[nH]c1c(=O)n(CCCN3CCOCC3)cnc12	0	i	2	-0.4	-6	-6	0.6	-1	7
Cn1cnnc1SCC(=O)Nc1cc(S(=O)(=O)N2CCCCCC2)ccc1Cl	-2	i	-22	0.3	0	-1	0.1	-12	-2
N#Cc1cn(-c2ccccc2)nc1-c1ccccc1	-2	i	-9	0.0	2	17	4.4	8	-1
COc1ccc([C@H]2CC(=O)C=C(c3cc(Cl)ccc3OC)C2)cc1	0	i	0	0.4	-1	-9	0.9	30	-1
CCCNC(=O)[C@@H]1CCCN1C(=O)[C@@H]1Cc2ccccc2CN1	-1	i	-2	-1.3	3	11	-0.2	-3	-2
COc1ccc(NC(=O)Cc2c(C)n(C(=O)c3ccc(Cl)cc3)c3ccc(OC)cc23)cc1	7	i	-2	-0.7	2	4	0.2	28	-6
CC(=O)c1ccc(N=Nc2ccc(N(C)C)cc2)cc1	-1	i	3	-1.0	-1	6	0.6	-6	-9
CN1CCCN(S(=O)(=O)c2ccc3c(c2)OCCO3)CC1	-7	i	-3	0.4	-3	8	-1.4	-3	-1
O=C(NCc1ccc2c(c1)OCO2)C1CC(=O)N(CCc2ccc(Cl)cc2)C1 (stereo not drawn)	0	i	0	0.7	0	-5	-0.9	-4	-4
O=C1O[C@@H](c2ccccc2)C[C@@H](O)[C@H](O)CCc2ccccc21	0	i	5	0.3	nt	nt	-0.9	-9	-2
COc1ccccc1OCC(=O)N1CCCCCC1	3	i	2	-0.1	4	-2	-0.2	-7	-2
CS(=O)(=O)c1nc(S(=O)(=O)c2ccc(Cl)cc2)c(N2CCC(O)CC2)s1	-1	i	1	-0.1	1	-4	0.9	-2	-1
CCC(C)(C)n1nnnc1CN1CCC(c2nc3ccc(C)cc3[nH]2)CC1	-3	i	-1	3.4	1	-1	-0.7	-5	-10
CCC(NC(=S)NCc1ccc(F)cc1)c1ccc(C)cc1 (stereo not drawn)	0	i	0	-0.5	-3	-62	0.7	18	-2

Bioassay records: PubChem BioAssay, several laboratories

Compounds were not picked by outcome. About 4% of those tested had a hit in this group.
